IDE exosite FP: displaces the probe from the exo-site of human IDE | hit rate 6.3% among 17,000 | z-score at 20 µM | P14735 | purified IDE, FL-6b probe fluorescence polarization; active compounds read low;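 active means z-score of -3 or lower, meaning strong loss of probe binding signal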;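 further: His-tagged human IDE residues 42-1019 made in E. coli with 30 nM FL-6b probe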
Target sequence (P14735 42-1019 limits assumed): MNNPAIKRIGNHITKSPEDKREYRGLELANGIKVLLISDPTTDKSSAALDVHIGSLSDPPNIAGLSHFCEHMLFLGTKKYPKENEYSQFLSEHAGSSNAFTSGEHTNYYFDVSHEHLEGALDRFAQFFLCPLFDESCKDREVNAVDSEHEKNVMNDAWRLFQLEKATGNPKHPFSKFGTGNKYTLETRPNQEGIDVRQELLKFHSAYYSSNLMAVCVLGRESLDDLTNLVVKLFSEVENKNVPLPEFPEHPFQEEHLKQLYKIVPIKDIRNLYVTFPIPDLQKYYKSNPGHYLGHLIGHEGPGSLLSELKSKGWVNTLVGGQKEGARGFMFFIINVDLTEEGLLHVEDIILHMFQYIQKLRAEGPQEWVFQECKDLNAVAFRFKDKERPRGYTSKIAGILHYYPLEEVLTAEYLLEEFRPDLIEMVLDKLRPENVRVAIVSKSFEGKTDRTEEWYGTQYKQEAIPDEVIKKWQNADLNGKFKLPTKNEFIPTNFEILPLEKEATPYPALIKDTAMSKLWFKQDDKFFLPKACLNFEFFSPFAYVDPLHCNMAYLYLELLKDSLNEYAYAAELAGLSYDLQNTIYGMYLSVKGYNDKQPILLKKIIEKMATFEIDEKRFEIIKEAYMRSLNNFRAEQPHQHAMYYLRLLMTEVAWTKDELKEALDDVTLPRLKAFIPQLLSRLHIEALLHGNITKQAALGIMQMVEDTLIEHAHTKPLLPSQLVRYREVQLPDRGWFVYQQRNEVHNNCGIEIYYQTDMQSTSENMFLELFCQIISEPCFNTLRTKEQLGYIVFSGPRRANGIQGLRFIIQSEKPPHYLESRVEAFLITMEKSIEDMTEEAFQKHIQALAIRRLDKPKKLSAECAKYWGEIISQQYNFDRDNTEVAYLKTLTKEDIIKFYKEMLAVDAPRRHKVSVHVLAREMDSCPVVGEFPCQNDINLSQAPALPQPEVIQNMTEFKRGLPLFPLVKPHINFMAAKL
Numbers without * were called inactive; & = joins results of further samples. Some of the compounds tested; rates above refer to the full screens.

IDE exosite FP | SMILES
3.1 | N#C[C@H]1[C@@H](c2ccc(-c3cccc(F)c3)cc2)[C@@H](CO)N1S(=O)(=O)c1cccc(F)c1
1.5 | COc1ccc2c3c(n(C)c2c1)[C@@H](CO)NCC31CCN(Cc2ccncc2)CC1
2.1 | O=C(Cc1ccncc1)N1C[C@@H]2N[C@H](C1)C2c1ccc(-c2cccc(F)c2)cc1 (some centres undefined)
2.7 | CCCC#Cc1ccc([C@H]2[C@H]3CN(S(C)(=O)=O)CCCCN3[C@H]2CO)cc1
-0.89 | C[C@H]1CN([C@@H](C)CO)C(=O)c2ccccc2-c2ccccc2CO[C@H]1CN(C)C(=O)c1cc(Cl)cc(Cl)c1
-0.75 | O=S(=O)(c1ccccc1F)N1CCCCN2[C@H](CO)[C@H](c3ccc(-c4cccnc4)cc3)[C@H]2C1
-0.95 | N#C[C@@H]1[C@@H](c2ccc(/C=C/c3ccccc3)cc2)[C@@H](CO)N1C(=O)C1CCCC1
-0.43 | O=C(NC[C@H]1[C@H](c2ccccc2)[C@H](CO)N1C(=O)Cc1ccncc1)C1CCC1
-0.027 | COc1ccc(C#Cc2ccc3c(c2)[C@H]2[C@H](CCN2C(=O)Nc2ccc(C(F)(F)F)cc2)[C@H](CO)N3C)cc1
3.3 | C/C=C/c1ccc([C@@H]2[C@H](CO)N[C@@H]2CN(C)S(=O)(=O)c2ccccc2)cc1
2.1 | C[C@H](O)C#Cc1ccc([C@H]2[C@H]3CN(S(=O)(=O)Cc4ccccc4)CCCCN3[C@H]2CO)cc1
-6.8* | N#C[C@@H]1[C@@H](c2ccc(-c3ccccc3F)cc2)[C@@H](CO)N1C(=O)c1ccccn1
-0.6 | O=C(Nc1ccccc1)N1CCCCN2[C@H](CO)[C@@H](c3ccc(C#Cc4ccccn4)cc3)[C@@H]2C1
0.8 | N#C[C@@H]1[C@@H](c2ccccc2)[C@H](CO)N1C(=O)c1cc(Cl)cc(Cl)c1
0.85 | O=C(NC[C@@H]1[C@@H](c2ccccc2)[C@@H](CO)N1CC1CCCC1)C1CC1
2 | OC[C@@H]1[C@H](c2ccccc2)C2(CN(Cc3nccs3)C2)N1CC1CCOCC1
0.084 | N#C[C@@H]1[C@H](c2ccc(C3=CCCC3)cc2)[C@@H](CO)N1C(=O)c1ccccn1
0.73 | O=S(=O)(c1ccccc1)N1CCCCN2[C@H](CO)[C@@H](c3ccc(C#Cc4ccccc4)cc3)[C@H]2C1
-2 | O=C(Nc1cc(F)ccc1F)N1CC(=O)N2[C@H](CO)[C@@H](c3ccc(-c4cccnc4)cc3)[C@@H]2C1
-0.86 | CCCNC(=O)N1C[C@@H](C)[C@@H](OC)CN(C)C(=O)c2ccc(NC(=O)CC)cc2OC[C@@H]1C
-0.14 | O=C(NCc1ccc(F)cc1)[C@H]1[C@H](CO)[C@H]2Cn3c(cccc3=O)[C@H]2N1C(=O)c1cccnc1
1.3 | O=C(Cc1ccncc1)NCC[C@@H]1CC[C@H](NS(=O)(=O)c2ccccc2Cl)[C@H](CO)O1
-3.3* | O=C(CC1CC1)N1CC(=O)N2[C@H](CO)[C@@H](c3ccc(/C=C/c4ccccc4)cc3)[C@H]2C1
-1.4 | N#C[C@@H]1[C@H](c2ccc(-c3ccccc3F)cc2)[C@H](CO)N1C(=O)c1ccccn1
0.91 | CCC(=O)N1C[C@H]2[C@@H](c3ccccc31)[C@H](CO)N2Cc1ccc(F)cc1
2.2 | Cc1noc(C)c1S(=O)(=O)Nc1ccc2c(c1)C(=O)N([C@@H](C)CO)C[C@@H](C)[C@@H](CN(C)Cc1ccc(C(=O)O)cc1)OCCCC[C@H](C)O2
3.4 | C/C=C/c1ccc([C@H]2[C@@H](CO)N(C(=O)NC(C)C)[C@H]2CNC(C)=O)cc1
-0.53 | CO[C@@H](CN(C)C(=O)c1cnccn1)[C@@H](C)CN([C@H](C)CO)S(=O)(=O)c1ccccc1
2.5 | O=C(CC1CC1)N1CC[C@@H]2[C@H](CO)Nc3ccc(-c4ccc(F)cc4)cc3[C@@H]21
1.2 | COc1ccccc1-c1ccccc1[C@H]1[C@@H](C#N)N(C(=O)C2CCC2)[C@@H]1CO
-0.35 | COc1cccc(C(=O)Nc2ccc3c(c2)C(=O)N(C)[C@H]2CC[C@H](CC(=O)NCc4ccc(F)cc4)O[C@H]2CO3)c1
2.7 | CCCNC(=O)N1[C@H](CO)[C@H](c2ccc(C3=CCCCC3)cc2)[C@@H]1C#N
1.9 | O=C1CN(Cc2ccccc2)C[C@H]2[C@@H](c3ccc(-c4ccccc4F)cc3)[C@@H](CO)N12
2.3 | CC(=O)N1[C@H](CO)[C@H]2c3ccccc3N(C(=O)c3ccc(F)cc3)C[C@H]21
-0.89 | O=C(CN1CCOCC1)N1CC2(C1)[C@@H](c1ccccc1)[C@H](CO)N2Cc1cccc(F)c1
-3.3* | O=C(C1CCOCC1)N1CC(=O)N2[C@H](C1)[C@H](c1ccc(/C=C/c3ccccc3)cc1)[C@@H]2CO
2 | CCCNC(=O)N1[C@H](CO)[C@H]2c3ccccc3N(C(=O)Nc3cccc(Cl)c3)C[C@H]21
-0.18 | CC(=O)NC[C@@H]1[C@@H](c2ccc(-c3cccc(F)c3)cc2)[C@@H](CO)N1C(=O)C1CC1
2.1 | N#Cc1cccc(-c2ccc3c(c2)[C@@H]2[C@@H](CCN2C(=O)c2ccccc2F)[C@H](CO)N3)c1
1.1 | O=C(C[C@H]1CC[C@@H]2[C@H](COC[C@@H](O)CN2Cc2ccc(Oc3ccccc3)cc2)O1)N1CCN(c2ccccc2)CC1
-2.7 | C[C@H]1CN([C@@H](C)CO)S(=O)(=O)c2ccc(-c3cncnc3)cc2O[C@H]1CN(C)C(=O)NC1CCCC1
1.1 | C/C=C/c1ccc([C@H]2[C@@H](C#N)N(S(=O)(=O)c3cccc(F)c3)[C@H]2CO)cc1
2 | COc1ccccc1NC(=O)N1CCCCN2[C@H](C1)[C@@H](c1ccc(-c3cccc(C#N)c3)cc1)[C@@H]2CO
4.3 | CN(C)CC(=O)N1[C@@H](C#N)[C@H](c2ccc(-c3ccc(C(=O)N(C)C)cc3)cc2)[C@@H]1CO
-0.24 | CO[C@H]1CN(C)C(=O)c2cc(NS(C)(=O)=O)ccc2OC[C@H](C)N(C(=O)C2CCOCC2)C[C@@H]1C
2.9 | CCC(=O)N1Cc2cc(C(=O)N(C)C)nc(-c3cccc(-c4cncnc4)c3)c2[C@H]1CCO
4 | Cc1ccccc1S(=O)(=O)N1CC(=O)N2[C@H](CO)[C@@H](c3ccc(C#CCN(C)C)cc3)[C@@H]2C1
-0.77 | CN1c2ccc(-c3cccc(C#N)c3)cc2[C@@H]2[C@@H](CCN2C(=O)c2cccc(F)c2)[C@@H]1CO
-1.3 | COc1ccc2c3c([nH]c2c1)[C@@H](CO)N(CC1CCCCC1)CC31CN(C(=O)C2CCOCC2)C1
5.7 | N#C[C@@H]1[C@H](c2ccc(C#CCC3CCCC3)cc2)[C@H](CO)N1C(=O)c1ccccn1

The listing continues:
IDE exosite FP | SMILES
-0.43 | C/C=C/c1ccc([C@H]2[C@H](CO)N(C(C)=O)[C@H]2CNC(=O)c2ccccc2)cc1
0.85 | CCN(C[C@@H]1[C@@H](c2ccc(C3=CCCCC3)cc2)[C@@H](CO)N1CC1CC1)C(C)=O
0.33 | O=S(=O)(c1ccc(F)cc1)N1CCCCN2[C@H](CO)[C@@H](c3ccc(-c4ccccc4)cc3)[C@@H]2C1
-0.088 | COc1ccc(NC(=O)Nc2cccc3c2O[C@H](CN(C)Cc2ccc(C(=O)O)cc2)[C@H](C)CN([C@H](C)CO)C3=O)cc1
1.2 | Cc1noc(C)c1NC(=O)N1C[C@@H](O)COC[C@@H]2O[C@@H](CC(=O)NCC3CC3)CC[C@H]21
-0.67 | N#C[C@@H]1[C@H](c2ccc(-c3cccc(F)c3)cc2)[C@H](CO)N1C(=O)CN1CCOCC1
-0.3 | COCC(=O)Nc1ccc2c(c1)C(=O)N(C)[C@@H]1CC[C@@H](CC(=O)NC3Cc4ccccc4C3)O[C@H]1CO2
1.5 | COc1ccc([C@@H]2C/C=C\C[C@@H](c3ccc4c(c3)OCO4)NC(=O)CCC(=O)N2)c(OC)c1
-0.69 | COCC(=O)N1[C@H](C#N)[C@H](c2ccccc2-c2cccc(F)c2)[C@H]1CO
-2.5 | COCC(=O)Nc1ccc2c(c1)C(=O)N(C)[C@H]1CC[C@H](CC(=O)N3CCc4ccccc4C3)O[C@H]1CO2
-0.69 | C[C@@H]1CN([C@@H](C)CO)C(=O)CCCn2nncc2CO[C@@H]1CN(C)C(=O)c1cc(-c2ccccc2)on1
-1.8 | O=C(Cc1ccncc1)Nc1ccc2c(c1)[C@H]1C[C@@H](CC(=O)N3CCc4ccccc4C3)O[C@@H](CO)[C@H]1O2
2 | CCS(=O)(=O)N1CC2(C1)[C@@H](c1ccccc1)[C@@H](CO)N2Cc1ccc(F)cc1
2.5 | N#C[C@@H]1[C@H](c2ccc(C#CCC3CCCC3)cc2)[C@@H](CO)N1C(=O)CN1CCOCC1
0.068 | O=C(Nc1ccccc1)N1CCCCN2[C@H](C1)[C@H](c1ccc(-c3ccccc3)cc1)[C@@H]2CO
2.2 | CCCC#Cc1ccc([C@H]2[C@H](CO)N3C(=O)CN(C(=O)Nc4ccccc4)C[C@@H]23)cc1
0.11 | COc1cccc(CNC(=O)[C@H]2[C@H](CO)[C@H]3Cn4c(ccc(-c5cncnc5)c4=O)[C@H]3N2C)c1
-2.3 | CCCNC(=O)N1CC2(CCN(Cc3nccs3)CC2)c2c([nH]c3cc(OC)ccc23)[C@@H]1CO
0.44 | C[C@@H]1CCCCO[C@@H](CN(C)S(=O)(=O)c2ccc(Cl)cc2)[C@H](C)CN([C@@H](C)CO)C(=O)c2cc(NC(=O)Nc3ccc(C(F)(F)F)cc3)ccc2O1
-0.56 | O=C(c1cccc(F)c1)N1CCCCN2[C@H](C1)[C@@H](c1ccc(/C=C/c3ccccc3)cc1)[C@@H]2CO
-0.36 | COC(=O)C[C@H]1C[C@H]2c3cc(NC(=O)C4CCOCC4)ccc3O[C@H]2[C@@H](CO)O1
0.86 | CC(C)C#Cc1ccc([C@H]2[C@@H](CO)N3CCCCN(CC4CC4)C[C@H]23)cc1
3.8 | O=C(C1CCCC1)N1CC(=O)N2[C@H](CO)[C@H](c3ccc(Br)cc3)[C@H]2C1
-0.95 | C[C@@H]1CN([C@H](C)CO)C(=O)c2c(c3ccccc3n2C)-c2ccccc2CO[C@@H]1CN(C)Cc1cccc(C(F)(F)F)c1
-5* | COCC(=O)N1CCCCN2[C@H](C1)[C@@H](c1ccc(-c3cccc(C)c3)cc1)[C@@H]2CO

Arranged by the number under IDE exosite FP (rising): some entries from above
molecule	IDE exosite FP
C[C@@H]1CN([C@@H](C)CO)C(=O)CCCn2nncc2CO[C@@H]1CN(C)C(=O)c1cc(-c2ccccc2)on1	-0.69
O=C(c1cccc(F)c1)N1CCCCN2[C@H](C1)[C@@H](c1ccc(/C=C/c3ccccc3)cc1)[C@@H]2CO	-0.56
O=C(Nc1ccccc1)N1CCCCN2[C@H](C1)[C@H](c1ccc(-c3ccccc3)cc1)[C@@H]2CO	0.068
Cc1noc(C)c1NC(=O)N1C[C@@H](O)COC[C@@H]2O[C@@H](CC(=O)NCC3CC3)CC[C@H]21	1.2
CCCC#Cc1ccc([C@H]2[C@H](CO)N3C(=O)CN(C(=O)Nc4ccccc4)C[C@@H]23)cc1	2.2

3 compounds already listed, ordered by SMILES length, low to high.
IDE exosite FP | SMILES
1.2 | Cc1noc(C)c1NC(=O)N1C[C@@H](O)COC[C@@H]2O[C@@H](CC(=O)NCC3CC3)CC[C@H]21
-2.5 | COCC(=O)Nc1ccc2c(c1)C(=O)N(C)[C@H]1CC[C@H](CC(=O)N3CCc4ccccc4C3)O[C@H]1CO2
-1.8 | O=C(Cc1ccncc1)Nc1ccc2c(c1)[C@H]1C[C@@H](CC(=O)N3CCc4ccccc4C3)O[C@@H](CO)[C@H]1O2

Other results.
IDE exosite FP | SMILES
-7.5* | CCCNC(=O)N1[C@@H]2CNC[C@H]1C2c1ccc(/C=C/c2ccccc2)cc1 (some centres undefined)
-11* | COc1ccc(-c2ccc([C@H]3[C@H]4CN(C(=O)NC(C)C)CCCCN4[C@H]3CO)cc2)cc1
-3.2* | COc1ccccc1-c1ccc(C2[C@H]3CNC[C@@H]2N3C(=O)Nc2ccccc2Cl)cc1 (some centres undefined)
0 | O=C(C[C@@H]1C[C@@H]2c3cc(NS(=O)(=O)c4ccc(F)cc4)ccc3O[C@@H]2[C@@H](CO)O1)N1CCc2ccccc2C1
0.81 | COc1ccccc1NC(=O)N1C[C@@H](O)COC[C@H]2O[C@@H](CC(=O)N3CCC(Cc4ccccc4)CC3)CC[C@@H]21
3 | CCCC#Cc1ccc([C@@H]2[C@@H](CO)N3C(=O)CN(C(=O)Nc4ccc(F)cc4)C[C@@H]23)cc1
2.7 | C/C=C/c1ccc([C@H]2[C@@H](CO)N(C(C)=O)[C@H]2CN(C)S(C)(=O)=O)cc1
3.3 | CC(C)CC#Cc1ccc([C@H]2[C@H]3CN(C(=O)c4cnccn4)CC(=O)N3[C@H]2CO)cc1
5 | C[C@H](O)C#Cc1ccc([C@H]2[C@H](CO)N3CCCCN(C(=O)c4ccncc4)C[C@@H]23)cc1
-0.9 | CCCNC(=O)Nc1ccc2c(c1)OC[C@@H](C)N(Cc1cncnc1)C[C@H](C)[C@H](OC)CN(C)C2=O
-0.14 | CO[C@@H]1CN(C)C(=O)c2cc(NS(=O)(=O)CC(F)(F)F)ccc2OC[C@@H](C)NC[C@@H]1C
1.2 | O=C(CN1CCOCC1)N1CC(=O)N2[C@H](CO)[C@@H](c3ccc(-c4cccc(F)c4)cc3)[C@H]2C1
-2.1&2.2 | O=S(=O)(c1ccc(Cl)cc1)N1[C@@H]2CNC[C@H]1C2c1ccc(-c2cccnc2)cc1 (some centres undefined)
-5.2* | Cc1cccc(-c2ccc([C@@H]3[C@@H](CO)N4C(=O)CN(C(=O)c5ccccc5)C[C@@H]34)cc2)c1
